Screening data (PubChem BioAssay)
m5-HT2A agonist – activates the mouse 5-HT2A serotonin receptor | CHO-K1 mHTR2A beta-arrestin complementation, luminescence; percent of 30 µM serotonin response | activation, % at 7.6 µM | actives 0.66% (n = 360,000) | AID 624169;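 active means activation above a run cutoff, the mean activation of all tested compounds plus 3 SD, cut at about 14% in these data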;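 further: 0% = plate median of compound wells and 100% = 30 µM serotonin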
Granule exo inh – lytic granule exocytosis inhibition | inhibition, % at 10 µM | actives 0.66% (n = 360,000) | TALL-104 LAMP-1 surface exposure, flow cytometry; cells stimulated with thapsigargin and PMA;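 active means inhibition above about 55%, limit read from the data; inconclusive means no clear call, values can overlap the other calls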
Glyco luc inh – blocks N-linked glycosylation in D54 reporter cells | AID 588692 | D54 ERlucT glycosylation luciferase reporter, 24 h; percent of 100 nM tunicamycin response | actives 0.23% (n = 360,000) | reporter increase, % at 12.5 µM;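 active means mean luciferase reporter signal, scaled so untreated is 0 and the glycosylation-blocking control 100, at or above a set limit in every replicate; inconclusive means mean reaches the limit but not every replicate does; inactive means mean below the limit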;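 further: luciferase carries N-glycosylation sites so blocking glycosylation raises the light; 0% = median of neutral control wells and 100% = median of 100 nM tunicamycin wells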
hiPSC survival – enhancers of human iPSC single-cell survival | hiPSC single-cell survival, ATPlite luminescence; 100% = ROCK inhibitor wells, 0% = DMSO | survival enhancement, % at 20 µM | actives 0.044% (n = 360,000) | AID 602274; in the data active means survival enhancement above about 18%;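 further: cells exposed to compounds for 16 hours before the ATP read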
Vif inh – inhibitors of HIV Vif; AID 602346; actives 0.35% (n = 340,000); HEK293T cells, Vif self-association by quenched fluorescence, imaging, 24 h; inhibition, % at 7.49 µM; in the data active means inhibition above about 50%, passing the limit was not always enough; inconclusive means no clear call, values can overlap the other calls; inactive means below about 31%; further: some results filed as inactive read as strong as hits
PDI inh – blocks human protein disulfide isomerase activity | PDI insulin aggregation turbidity, A650, 90 min | inhibition, % at 10 µM | actives 0.052% (n = 350,000) | AID 588391;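 active means mean inhibition across replicates of 30% or more, whatever share of single replicates reach that level; inconclusive means mean inhibition below 30% while every single replicate reaches 30%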;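 further: absorbance from insulin aggregation driven by PDI reduction with DTT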
aDG glyco act – alpha-DG glycosylation activation. activation, % at 10 µM. actives 0.22% (n = 360,000). Pro5-aDG cells, alpha-DG glycosylation AlphaScreen (IIH6); 0% Pro5, 100% B10-LARGE cell signal;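 active means activation of at least 8% versus controls, or a plate z-score of at least 8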;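 further: Pro5 are CHO cells carrying HIG-tagged alpha-DG that lacks glycosylation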
Cardio protect – myocardial damage modulation in H9c2 cells; H9c2 cardiomyocytes, H2O2 injury protection, ATPLite, 2 h; protection from H2O2 cell death, % at 20 µM; actives 0.63% (n = 360,000); AID 588492;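 active means compounds giving at least 50% protection of heart cells from peroxide-induced death in the single-dose screen, raw or plate-pattern-corrected value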;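 further: 0% = DMSO wells with peroxide and 100% = DMSO wells without peroxide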
ABCB6 inh 2 – blocks the human ABCB6 transporter | actives 0.19% (n = 360,000) | K562-ABCB6 porphyrin accumulation, flow cytometry, 1 h; active compounds read low | fluorescence ratio to DMSO, % at 10 µM | AID 602162 | Q9NP58;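 active means fluorescence ratio to DMSO below 75%, the collection mean minus 3 SD; inconclusive means too few cells collected in the well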;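 further: signal is porphyrin accumulated inside mitochondria; 100% equals median channel fluorescence of DMSO control wells; lower ratio means ABCB6 inhibition with less porphyrin fluorescence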
Target sequence (Q9NP58 whole entry, looked up): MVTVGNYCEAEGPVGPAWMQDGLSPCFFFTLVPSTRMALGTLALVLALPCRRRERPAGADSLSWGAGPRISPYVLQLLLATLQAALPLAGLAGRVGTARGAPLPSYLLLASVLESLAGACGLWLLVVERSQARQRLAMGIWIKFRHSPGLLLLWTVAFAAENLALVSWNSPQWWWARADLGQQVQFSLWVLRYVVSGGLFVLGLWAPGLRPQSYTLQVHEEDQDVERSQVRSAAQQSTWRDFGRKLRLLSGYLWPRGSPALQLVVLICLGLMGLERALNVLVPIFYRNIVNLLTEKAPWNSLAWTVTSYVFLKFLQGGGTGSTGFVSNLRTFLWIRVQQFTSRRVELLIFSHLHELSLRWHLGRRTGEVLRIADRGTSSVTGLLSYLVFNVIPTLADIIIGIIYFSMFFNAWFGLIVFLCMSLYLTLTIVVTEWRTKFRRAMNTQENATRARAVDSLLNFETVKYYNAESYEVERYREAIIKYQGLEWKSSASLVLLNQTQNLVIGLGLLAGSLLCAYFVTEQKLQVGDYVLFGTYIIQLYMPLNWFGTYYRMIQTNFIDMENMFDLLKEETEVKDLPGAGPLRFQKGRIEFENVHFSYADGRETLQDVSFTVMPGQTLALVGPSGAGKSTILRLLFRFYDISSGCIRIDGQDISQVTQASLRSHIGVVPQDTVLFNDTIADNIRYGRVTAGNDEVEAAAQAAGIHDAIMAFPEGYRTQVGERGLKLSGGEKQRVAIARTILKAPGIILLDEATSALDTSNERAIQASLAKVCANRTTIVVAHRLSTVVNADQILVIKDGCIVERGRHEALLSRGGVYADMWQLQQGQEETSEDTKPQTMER
CaV13 FRET inh – Disruptors of the CACNA1D IQ motif to Ca2+-dependent inactivation inhibitor domain association, primary screening, Förster resonance energy transfer in intact living …. inhibition, % at 12.3 µM. actives 0.098% (n = 340,000). HEK cells, CFP/YFP FRET ICDI-IQ, plate reader, 10 min; percent FRET-ratio fall versus neutral wells;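 active means mean replicate inhibition of at least 30% and at least 1% of replicates passing that level; inconclusive means only one of the two criteria is met; inactive means neither criterion is met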;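 further: 0% = median of the neutral control wells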
An asterisk follows results filed as active; u = inconclusive; x = no result given; & = joins results of further samples.

Sample of the layout:
SMILES	m5-HT2A agonist	Granule exo inh	Glyco luc inh	hiPSC survival	Vif inh	PDI inh	aDG glyco act	Cardio protect	ABCB6 inh 2	CaV13 FRET inh
COCCCN1C(=O)C(CC(=O)NCCN2CCOCC2)CC(C(=O)N(C(C)C)C(C)C)=C1C (centres undefined)	4	-7	2	-2.3	x	x	0.0	-2	99	-6
COc1ccc(C(=O)NCC2OCCc3ccccc32)c(O)c1 (centres undefined)	-5	-3	1	-2.8	15	0	0.5	-8	90	1
CC1(C)CC(=O)C=C(Nc2ccccn2)C1	1	-1	0	-0.7	-2	1	-0.3	-2	96	-6
CC1SC(=NC(=O)C(C)N2C(=O)c3ccccc3C2=O)NC1=O (centres undefined)	2	-1	0	9.2	5	4	-0.1	2	98	x
O=C(CN1CCN(Cc2ccccc2F)C1=O)NCc1ccco1	11	-2	0	1.9	-5	0	-0.3	10	99	-5
CCNC(=S)/N=C(/Nc1ccccc1)Nc1nc(C)cc(C)n1	-6	10	-4	-0.6	-5	16	0.3	24	116	-20
CCCOc1ccccc1C(=O)N(Cc1cccc(Br)c1)C1CCS(=O)(=O)C1 (centres undefined)	-5	8	-2	0.0	-2	8	0.4	1	92	-4
c1ccc(CSCCc2ccncc2)cc1	1	-4	-2	-0.9	x	-16	-0.1	4	96	x
COc1ccc(N2CCN(c3oc(COc4ccccc4)nc3C#N)CC2)cc1	0	-2	-3	-2.3	-2	8	0.0	-4	94	-4
CCOC(=O)C1=C(C)NC(=O)NC1C(C)C (centres undefined)	0	-4	-2	-1.6	-5	-10	0.3	7	102	-10
Cc1noc(/C=C/N(C)C)c1S(=O)(=O)N1CCCC(C(=O)N2CCc3ccccc32)C1 (centres undefined)	0	3	0	-1.4	5	x	-0.4	0	99	-3
O=C(N/C(=C/c1ccc(Br)cc1)C(=O)N1CCCCC1)c1ccccc1F	-1	1	-2	-0.2	-7	2	0.0	3	102	x
Cc1ccc2nsnc2c1NC(=O)c1cccnc1Cl	4	-2	2	4.3	44	u	-0.4	8	101	-4
CC1(C)Cc2nc3sc4c(SCC(=O)NCc5ccco5)ncnc4c3cc2CO1	2	4	6	-5.2	-3	-8	0.2	1	103	x

Main list (from the top)
SMILES	m5-HT2A agonist	Granule exo inh	Glyco luc inh	hiPSC survival	Vif inh	PDI inh	aDG glyco act	Cardio protect	ABCB6 inh 2	CaV13 FRET inh
COCCCN1C(=O)C(CC(=O)NCCN2CCOCC2)CC(C(=O)N(C(C)C)C(C)C)=C1C (centres undefined)	4	-7	2	-2.3	x	x	0.0	-2	99	-6
COc1ccc(C(=O)NCC2OCCc3ccccc32)c(O)c1 (centres undefined)	-5	-3	1	-2.8	15	0	0.5	-8	90	1
CC1(C)CC(=O)C=C(Nc2ccccn2)C1	1	-1	0	-0.7	-2	1	-0.3	-2	96	-6
CC1SC(=NC(=O)C(C)N2C(=O)c3ccccc3C2=O)NC1=O (centres undefined)	2	-1	0	9.2	5	4	-0.1	2	98	x
O=C(CN1CCN(Cc2ccccc2F)C1=O)NCc1ccco1	11	-2	0	1.9	-5	0	-0.3	10	99	-5
CCNC(=S)/N=C(/Nc1ccccc1)Nc1nc(C)cc(C)n1	-6	10	-4	-0.6	-5	16	0.3	24	116	-20
CCCOc1ccccc1C(=O)N(Cc1cccc(Br)c1)C1CCS(=O)(=O)C1 (centres undefined)	-5	8	-2	0.0	-2	8	0.4	1	92	-4
c1ccc(CSCCc2ccncc2)cc1	1	-4	-2	-0.9	x	-16	-0.1	4	96	x
COc1ccc(N2CCN(c3oc(COc4ccccc4)nc3C#N)CC2)cc1	0	-2	-3	-2.3	-2	8	0.0	-4	94	-4
CCOC(=O)C1=C(C)NC(=O)NC1C(C)C (centres undefined)	0	-4	-2	-1.6	-5	-10	0.3	7	102	-10
Cc1noc(/C=C/N(C)C)c1S(=O)(=O)N1CCCC(C(=O)N2CCc3ccccc32)C1 (centres undefined)	0	3	0	-1.4	5	x	-0.4	0	99	-3
O=C(N/C(=C/c1ccc(Br)cc1)C(=O)N1CCCCC1)c1ccccc1F	-1	1	-2	-0.2	-7	2	0.0	3	102	x
Cc1ccc2nsnc2c1NC(=O)c1cccnc1Cl	4	-2	2	4.3	44	u	-0.4	8	101	-4
CC1(C)Cc2nc3sc4c(SCC(=O)NCc5ccco5)ncnc4c3cc2CO1	2	4	6	-5.2	-3	-8	0.2	1	103	x
O=C(CCS(=O)(=O)Cc1ccccc1F)NCc1ccccc1Cl	-1	-5	0	0.0	-3	-3	-0.1	-5	94	0
CCN(CC)C(=O)CC1(c2ccccc2OC)CCOC(C(C)C)C1 (centres undefined)	1	3	0	4.7	-1	-4	-0.2	-4	96	7
COc1cc2c(=O)n(CCC(=O)NCC3CCCO3)c(=O)n(CC(=O)Nc3ccc(C)cc3C)c2cc1OC (centres undefined)	-3	49	1	-0.2	-11	-16	0.0	8	99	-2
CCc1c(C)nc2nc(NC(C)=O)[nH]n2c1=O	8	-2	1	1.6	1	-1	-0.1	2	97	-4
COCOCCn1cc(CN2CCS(=O)(=O)N(Cc3ccc(-c4ccncc4)cc3)C(C)C2=O)nn1 (centres undefined)	4	-5	0	0.7	-7	1	-0.1	-13	105	-8
CCCN(C1CCS(=O)(=O)C1)S(=O)(=O)c1ccc(F)cc1 (centres undefined)	14	-1	1	0.1	3	-14	0.1	-1	100	-6
COc1ccc(C2=NN(C(=O)CCC(=O)O)C(c3ccccc3OC)C2)cc1 (centres undefined)	-3	4	4	-0.1	19	-1	0.0	13	101	-21
O=C(Nc1ccc(S(=O)(=O)Nc2ncccn2)cc1)C1=COCCO1	-4	9	0	0.0	9	16	0.0	-4	99	-16
CS(=O)(=O)Nc1ccc(C(=O)NC2CCCCC2)cc1	-4	6	0	0.8	18	-2	0.0	5	101	5
Cc1cc2nc3c(=O)[nH]c(=O)[nH]c3nc2c([N+](=O)[O-])c1N	2	1	4	1.6	10	1	0.0	-5	97	-161
Cc1ccc(C)c(S(=O)(=O)N2CCN(C(=O)CNC(=O)c3ccc4ccccc4c3)CC2)c1	-8	-3	-6	0.0	-14	-7	0.1	12	99	-7
(listing goes on)
SMILES	m5-HT2A agonist	Granule exo inh	Glyco luc inh	hiPSC survival	Vif inh	PDI inh	aDG glyco act	Cardio protect	ABCB6 inh 2	CaV13 FRET inh
CCN(CC(=O)Nc1c(F)cccc1F)C(=O)c1cc([N+](=O)[O-])ccc1N1CCCCC1	8	-4	-4	-0.1	-3	7	0.3	7	94	-3
COc1ccccc1NC(=O)COC(=O)CN1C(=O)C(=O)c2ccccc21	5	14	5	-0.6	17	3	0.1	9	99	-7
Cc1cc2cc(CN(Cc3cccs3)S(=O)(=O)c3ccc4c(c3)OCCO4)c(=O)[nH]c2cc1C	-2	1	0	2.1	-1	0	0.0	2	94	-7
O=C(COC(=O)Cc1ccccc1[N+](=O)[O-])NCc1ccccc1Cl	-2	-1	1	0.1	-3	-1	-0.2	1	97	-2
CCCCn1c(N)c(N(CCC(C)C)C(=O)c2ccc(C)c(S(=O)(=O)N3CCOCC3)c2)c(=O)[nH]c1=O	-7	-6	2	-0.4	9	-5	0.0	-5	105	-6
CC1(C)Cc2ccccc2-c2nnc(-c3cccnc3)n21	2	4	3	-0.2	x	0	0.5	12	98	-5
Cc1c(OCC(=O)N[C@H](C(=O)O)c2ccccc2)ccc2c3c(c(=O)oc12)CCCC3	-1	-3	-1	0.6	-6	x	-0.1	6	96	x
Cn1c(=O)n(C)c2cc(CNC(=O)[C@H]3O[C@@H](n4cnc5c(N)ncnc54)[C@H](O)[C@@H]3O)ccc21	7	0	-1	-2.1	11	x	-0.2	2	99	-6
COC(=O)c1[nH]c2ccccc2c1NC(=O)CN1CCCc2ccccc21	-1	-1	-2	0.1	1	13	0.3	10	99	-8
O=C(c1cccs1)N1CCN(Cc2cn[nH]c2-c2ccc(F)cc2F)CC1	1	18	-4	-0.4	-2	10	0.0	-4	105	-7
CC1(C(=O)NS(=O)(=O)c2cccs2)CCN1C(=O)Cc1ccccc1 (centres undefined)	6	-2	2	-1.0	-10	5	-0.2	-3	102	-5
COc1ccc(CCNS(=O)(=O)c2cn(C)cn2)cc1OC	4	-1	1	0.2	-2	10	-0.1	-5	92	-4
CC(=O)C1=C(c2ccccc2)NC(=O)NC1c1ccccc1 (centres undefined)	9	-8	0	0.4	0	-4	0.0	-1	98	-3
C=CCC[C@H](Cc1ccc(F)cc1)C(=O)OC[C@H](Cc1c[nH]c2ccccc12)NC(=O)[C@H](CC=C)CC(=O)NCCO	8	6	4	-0.7	-3	26	0.2	23	92	-4
COC(=O)c1ccc(C)c(NS(=O)(=O)c2ccc(OC)cc2)c1	-3	0	16	0.4	10	6	-0.1	2	104	-9
Cc1cc(C)n(CC(=O)O)n1	3	-1	-1	-0.2	3	12	-0.1	-9	90	-4
NC(=O)c1ccc(N2CCN(S(=O)(=O)c3cccs3)CC2)c([N+](=O)[O-])c1	2	-1	-5	-0.5	-3	-2	1.6	-21	92	-5
COC(CN1CCc2c(C)nc3c(C#N)cnn3c21)OC	-1	0	3	0.0	1	2	-0.5	0	100	7
COc1cccc2sc(N(CCN(C)C)C(=O)c3ccc4c(c3)CCCC4)nc12	-4	4	0	-0.2	x	-3	0.2	17	90	-6
Fc1ccc(C2CCCCN2Cc2nc(CC3CC3)no2)cc1 (centres undefined)	4	-14	-3	-0.8	4	12	-0.2	12	96	-4
CC(C)c1nccn1S(=O)(=O)c1cccc([N+](=O)[O-])c1	1	4	3	-0.6	7	1	0.0	2	103	-5
Cc1ccc(C)c(NC(=O)CSc2nnc3n2CCCCC3)c1	3	-2	1	-0.4	-8	-2	0.1	1	102	-5
CCCN(C(=O)COC(=O)CNC(=O)c1ccc2ccccc2c1)c1c(N)n(Cc2ccccc2)c(=O)[nH]c1=O	-5	-2	1	-0.1	1	-1	-0.2	1	95	-6
O=C(Nc1ccccc1Cl)c1ccc2nc(N3CCOCC3)sc2c1	3	10	-1	-0.1	16	-10	0.6	-2	106	-5
COc1ccc(CNC(=O)c2ccc(S(=O)(=O)N3CC(C)CC(C)C3)cc2)cc1OC (centres undefined)	4	9	0	0.8	-15	-4	0.0	-4	98	-6
O=[N+]([O-])c1ccc(COP(=O)(O)OCc2ccc([N+](=O)[O-])cc2)cc1	0&11	15&6	1&-2	-0.2&-0.4	5	4	0.0&0.1	17&-3	99&114	6&-11
CS(=O)(=O)N1CCN(C(=O)c2ccc(-c3ccccc3)cc2)CC1	-4	1	-1	-0.2	2	-1	-0.1	20	99	x
COc1ccc2oc(C(=O)OCC(=O)Nc3cccc(S(=O)(=O)N4CCOCC4)c3)c(C)c2c1	6	8	-1	-0.3	-5	-1	0.2	-4	97	-6
